Screens deposited in PubChem BioAssay by Broad Institute.
RAD54 branch: RAD54 (human) branch migration inhibition; 360,000 tested, 0.14% active; AID 602329; inhibition, % at 10.4 µM; Q92698; RAD54 Holliday junction branch migration, FAM/BHQ fluorescence;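 active = mean normalized replicate activity at least 40 and at least half of replicates scoring 40 or more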;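 also: 0% = median of neutral control wells and 100% = median of positive control wells; inhibitors cause a drop in the FAM fluorescence signal; in these data hits start at about 50%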
GSIS activator: GLuc luminescence reporter in INS-1E cells, primary screen for activators of glucose-dependent secretion of insulin. INS-1E GLuc reporter insulin secretion, 2-3 h. activation, % at 16.6 µM. 370,000 tested, 0.61% active. AID 743287;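 active = lowest replicate activation of at least 40%, so every replicate reaches that level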;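 also: 0% = median of neutral control wells and 100% = median of IBMX positive control wells; some compounds called inactive have numbers as strong as hits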
XiGFP reactiv: X-chromosome reactivation activator | XiGFP mouse fibroblasts, % GFP-positive cells imaging, 3 d; cells co-treated with 5-aza-dC sensitizer; scaled so ellipticine positive control = 100% | activation, % at 7.58 µM | 360,000 tested, 0.055% active;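 active = mean normalized replicate activation at least 10% and every replicate at or above 10%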;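 also: 0% = median of on-plate neutral control wells and 100% = ellipticine 6 µM median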
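Schedule: 3 d treatment, 15 min room-temperature fixation; system: 68-5-11 XiGFP fibroblast line; buffer or medium: DMEM plus 5-aza-dC sensitizer; control set: ellipticine 6 µM positive control; compound: one concentration, pinned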
esBAF inh: inhibitors of esBAF chromatin remodeling in mouse ES cells; Bmi1-luciferase knock-in reporter, 24 h; 100% = twice the neutral-well signal; reporter increase, % at 12.5 µM; 350,000 tested, 2% active; AID 602393; in the data active = activation above about 40%;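 also: 0% = median of the plate's neutral control wells and 100% = double that signal; a rise in the Bmi1 reporter signal indicates esBAF inhibition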
RAD52 anneal inh: blocks human RAD52 DNA annealing. P43351. AID 651710. inhibition, % at 18.7 µM. 360,000 tested, 0.46% active. recombinant RAD52 DNA annealing, FRET fluorescence;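 active = every replicate showing at least 50% inhibition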
Target sequence (P43351 whole entry, looked up): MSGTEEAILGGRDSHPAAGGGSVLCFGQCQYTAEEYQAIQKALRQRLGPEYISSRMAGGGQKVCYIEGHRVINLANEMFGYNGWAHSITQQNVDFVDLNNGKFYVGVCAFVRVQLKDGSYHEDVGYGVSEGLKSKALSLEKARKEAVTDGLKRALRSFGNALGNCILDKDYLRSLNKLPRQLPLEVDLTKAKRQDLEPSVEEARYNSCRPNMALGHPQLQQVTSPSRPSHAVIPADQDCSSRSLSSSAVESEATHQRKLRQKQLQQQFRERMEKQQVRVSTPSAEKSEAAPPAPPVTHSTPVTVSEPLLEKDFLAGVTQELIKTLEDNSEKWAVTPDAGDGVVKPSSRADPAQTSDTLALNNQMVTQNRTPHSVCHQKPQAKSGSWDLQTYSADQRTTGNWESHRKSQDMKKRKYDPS
F508del corr: correctors of CFTR F508del function in bronchial epithelial cells; 350,000 tested, 0.36% active; CFBE cells, YFP halide quenching; stimulated with forskolin plus potentiator P3; % fluorescence drop versus neutral controls; activity (quench increase), % at 7.58 µM;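 active = mean added fluorescence quench of at least 8% versus neutral control, with both replicates also reaching 8%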;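 also: cells transiently co-express mutant CFTR-F508del with the halide-sensitive YFP; corrector assay measuring rescue of mutant channel to the surface after 24 h compound exposure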
ERAP1 HTS inh: blocks human ERAP1 aminopeptidase activity; Q9NZ08; recombinant ERAP1, Leu-AMC fluorescence, 60 min; inhibition, % at 10.7 µM; 340,000 tested, 0.15% active;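 active = mean replicate inhibition of at least 30%, or all replicates individually reaching that 30% level; inactive = mean below 30% and not every replicate reaching it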;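 also: 0% = neutral control wells and 100% = L-leucinethiol positive control wells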
ARNT-TACC3 inh: ARNT/TACC3 interaction disruption. AlphaScreen His-ARNT PAS-B/GST-TACC3 binding, luminescence; TACC3 fragment carries E629A point mutation. inhibition, % at 9.99 µM. 390,000 tested, 0.66% active;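 active = mean inhibition of replicates at least 50% and at least half of replicates each reaching 50%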;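 also: 0% = complete ARNT plus TACC3 wells and 100% = ARNT alone without TACC3; many hits fall short of the cut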
The depositor's hits bear a star; / = no result given; & = joins results of further samples; ! = a repeat was not active. This is a random part of the collection (roughly 3.3% active in at least one column).

SMILES	RAD54 branch	GSIS activator	XiGFP reactiv	esBAF inh	RAD52 anneal inh	F508del corr	ERAP1 HTS inh	ARNT-TACC3 inh
COC(=O)C[C@@H]1C=C[C@@H](NC(=O)NC2CCCC2)[C@@H](CO)O1	/	/	0.2	/	-7.1	2.7	0.8	/
Nc1nnc(CCCCCCCCCCc2nnc(N)s2)s1	/	16.0	0.1	/	-7.6	/	-2.1	/
O=C(Cn1ccc2cc(S(=O)(=O)N3CCCCC3)ccc21)NCc1ccccc1F	-5.4	-12.9	0.0	30.3	-19.0	-1.5	0.7	-1.0
O=C(NCCc1ccc(Cl)cc1)c1cccc(S(=O)(=O)N2CCCC2)c1	-7.3	-9.8	0.1	5.6	-0.7	3.3	8.9	/
Cc1ccc(SCC(=O)OCC(=O)NCCc2ccc(S(N)(=O)=O)cc2)c(C)c1	-4.1	-1.6	0.0	-1.0	-11.9	3.7	1.9	26.5
O=C(CCC1CCN(Cc2ccccc2Cl)CC1)NC1CC1	-2.5	11.6	0.2	-4.1	-12.8	-0.3	-0.1	/
CCN(CC)Cc1c(O)ccc2c(=O)c(-c3ccccc3Cl)coc12	3.6	-0.3	0.0	9.0	-12.8	-8.3	2.0	-8.8
Cc1noc(C)c1S(=O)(=O)Nc1ccc2c(c1)CC(=O)N([C@@H](C)CO)C[C@H](C)[C@H](CN(C)C(=O)Nc1ccccc1)O2	/	16.1	-1.1	2.8	-0.9	-0.2	1.8	/
COc1ccccc1Cc1c(-c2ccc(OC)c(OC)c2)nc2c(C)cc(Br)cn12	2.7	9.0	/	-6.6	-58.6	1.6	-1.7	/
CC1CCN(c2c(NCC3CCC(C(=O)Nc4ccccn4)CC3)c(=O)c2=O)CC1 (stereo unspecified)	-7.2	3.0	0.0	-1.0	-14.9	-2.5	-1.7	6.1
OCCCn1c(C2CCCN2c2nc(-c3ccc(Cl)cc3)cs2)nc2cc(C(F)(F)F)ccc21 (stereo unspecified)	5.7	5.8	0.0	-9.4	/	1.9	/	2.1
CCc1cc2c(SCC(=O)c3ccc(C)cc3)ncnc2s1	3.2	7.3	/	12.0	-7.8	/	-6.5	/
O=C(/C=C/c1cccs1)c1cc(Cl)ccc1O	5.2	-5.4	0.0	13.2	-14.3	0.7	2.6	-0.9
COc1cccc(-c2c(C(=O)N/N=C/c3ccoc3)nnn2-c2nonc2N)c1	0.8	1.8	0.0	-3.2	-13.7	-1.3	3.3	/
COc1ccc(/C=C2\SC(=S)N(CCC(=O)Nc3cccc(O)c3)C2=O)cc1	5.5	/	0.0	10.5	-15.4	0.6	3.5	-4.5
CCOC(=O)c1c(-c2ccc(C)o2)csc1NC(=O)CSc1nnnn1-c1ccccc1	-3.8	-16.0	/	1.0	/	/	/	-1.1
CCCNC(=O)C1(C)CCN1C(=O)Cc1ccc(C(C)(C)C)cc1 (stereo unspecified)	-24.8	10.8	0.1	2.9	-2.8	1.2	17.6	/
C[C@H]1CN([C@@H](C)CO)C(=O)c2cc(N(C)C)ccc2O[C@H]1CN(C)CC1CCCCC1	2.2	-5.1	0.3	-6.2	/	1.1	/	/
O=C(O)CCCCCCCCCCC1CCC(O)C1O (stereo unspecified)	-2.5	-5.7	0.2	-36.6	0.3	0.6	-30.0	2.6
COc1ccccc1NC(=O)c1c(NC(=O)CCC(=O)O)sc2c1CCCCC2	-12.0	-9.7	/	-5.6	-18.5	1.2	/	-4.2
Cc1cc(C)n2nc(SCc3cccc(F)c3)nc2n1	-2.8	3.2	0.0	2.5	-3.8	-0.7	-0.4	-16.3
COc1ccc(-c2cc(CN3C(=O)c4ccccc4C3=O)on2)cc1	-3.1	8.5	/	-3.7	2.0	0.5	-8.9	5.9
Cc1cc(CN2CCCC(C(=O)Nc3ccc(-c4nc5ccccc5[nH]4)cc3)C2)n[nH]1 (stereo unspecified)	13.7	-1.7	-0.1	23.7	1.8	0.0	-58.7	32.4
COc1ccc(NC(=O)Cn2nc(Cc3cccnc3)c3ccccc3c2=O)cc1OC	-6.3	/	0.1	-3.0	5.8	4.8	-3.4	-3.1
COc1ccccc1Nc1nc(-c2c(C)[nH]c3ccccc23)cs1	/	-6.7	0.1	/	/	0.6	/	0.9
COc1ccccc1[N+](=O)[O-]	-12.3	-14.7	/	-2.6	-5.5	0.6	-2.5	/
C[C@H]1CN([C@@H](C)CO)C(=O)c2cc(N(C)C)ccc2O[C@H]1CN(C)S(C)(=O)=O	-2.2	5.1	-1.0	-8.9	8.8	0.3	2.9	4.0
O=C(CSCc1ccc([N+](=O)[O-])cc1)NC1CCCCCC1	/	-5.6	0.1	/	-8.0	-0.1	-1.1	0.7
COc1ccc(CNC(=O)[C@H](CCSC)NC(=O)N2CCn3c2nc2ccccc23)cc1	-9.2	-24.1	0.2	0.7	-8.6	1.1	-1.0	3.3
CC(=O)c1cccc(NC(=O)Cn2c(=O)oc3cc(S(=O)(=O)N4CCCC4)ccc32)c1	-11.8	-23.2	0.1	0.5	4.1	1.7	-0.6	-3.9
Cc1cc(C)c2cc(CN(Cc3ccco3)C(=S)NCC3CCCO3)c(=O)[nH]c2c1 (stereo unspecified)	/	2.0	1.3	/	-28.2	-4.7	5.2	8.5
COC(=O)c1ccc(N2CCN(C)CC2)c(NC(=O)c2ccc(Br)o2)c1	1.0	-1.0	0.3	/	-4.1	-0.2	-2.7	-5.7
CCCC[n+]1c(-c2ccc(Cl)cc2Cl)csc1Nc1ccccc1	-9.4	12.4	0.1	5.6	/	/	/	8.0
Nn1c(SCc2ccccc2)nnc1-c1ccco1	13.1	2.7	0.2	-44.9	-7.8	-2.5	2.4	-16.5
CCOC(=O)C1=C(C)N(CC)C(=S)NC1c1ccc(Cl)cc1 (stereo unspecified)	-11.0	-18.1	-0.1	/	2.6	2.2	-1.8	/
C[C@H](CO)N1C[C@H](C)[C@H](CN(C)C(=O)Nc2ccc(F)cc2)Oc2c(NS(=O)(=O)c3cccs3)cccc2C1=O	-18.9	-17.0	0.0	-1.3	-9.7	-4.3	-2.2	-9.2
NC(=O)CC(NC(=O)Cc1ccc(Br)cc1)c1ccc(NC2CCCC2)c([N+](=O)[O-])c1 (stereo unspecified)	1.1	12.7	0.2	-8.8	/	6.4	/	-4.1
COc1ccc(NC(=O)c2cccc(S(=O)(=O)N3CCOCC3)c2)cc1	7.9	0.8	0.1	18.6	-13.2	-1.2	2.6	0.6
C[C@@H]1CCCCO[C@@H](CN(C)Cc2ccc3c(c2)OCO3)[C@@H](C)CN([C@@H](C)CO)C(=O)c2cc(NS(=O)(=O)c3ccc(Cl)cc3)ccc2O1	0.0&-7.6	-8.7	0.3	-3.2&-0.3	57.5*!	1.3&2.1	-1.3&-1.6	19.8&8.1
COc1cc(OC)cc(OC(=O)C2CCN(S(=O)(=O)c3ccc(OC)c(OC)c3)CC2)c1	4.3	24.0	0.6	1.4	-5.9	-1.3	1.0	-32.3
C/C=C/c1ccc2c(c1)O[C@@H](CN(C)C(=O)Cc1ccncc1)[C@H](C)CN([C@H](C)CO)S2(=O)=O	-17.8	-13.0	-1.1	6.6	-14.9	4.0	1.1	-0.3
Cc1nnc(NCc2ccccc2)c2ccccc12	-1.8	7.2	0.0	-6.1	-27.5	0.0	-1.5	25.3
c1ccc2c(c1)CC(N1CCCCC1)c1ccccc1S2 (stereo unspecified)	/	21.7	0.8	/	-8.7	-0.2	2.5	-51.5
CC(=O)N1CC2(C1)[C@H](c1ccccc1)[C@H](CO)N2C(=O)Cc1ccccc1	/	8.2	0.1	/	-15.4	1.1	/	/
CN1C(=O)c2cc(NC(=O)C3CCOCC3)ccc2OC[C@H]2O[C@H](CC(=O)NC3CCCC3)CC[C@@H]21	4.4	11.2	0.3	0.5	-7.6	1.4	-1.5	-3.9
CCOC(=O)c1c(C)[nH]c(C)c1S(=O)(=O)N1CCOCC1	-0.6	-12.2	0.1	0.7	-2.7	-0.8	-0.5	5.5
Cc1ccn2c(=O)c(NC(=O)c3cccc4ccccc34)c(C)nc2c1	-0.3	21.3	0.0	0.2	-13.7	-1.6	4.1	-3.3
CC(OC(=O)c1ccc(O)cc1)C(=O)Nc1cc(C(F)(F)F)ccc1Cl (stereo unspecified)	-6.0	-54.9	0.1	-4.9	-1.7	0.3	-1.3	-1.5
C/C(=N\Nc1ccc(S(=O)(=O)N2CCCCC2)cn1)c1cccc(Br)c1	9.6	/	0.3	11.5	-11.1	1.4	-3.6	-13.4
CC(=O)c1cccc(N(CC(=O)NCCc2ccccc2)C(=O)c2csnn2)c1	8.1	4.8	0.0	-2.7	-5.5	-1.9	1.4	/
Continued.
SMILES	RAD54 branch	GSIS activator	XiGFP reactiv	esBAF inh	RAD52 anneal inh	F508del corr	ERAP1 HTS inh	ARNT-TACC3 inh
CC(C)C(N)c1csc(NC(=O)Nc2ccc(OC(F)(F)F)cc2)n1 (stereo unspecified)	1.9	3.0	0.0	0.0	-27.0	1.1	-1.3	/
COc1ccc(NS(=O)(=O)c2cccc(C(=O)N/N=C/c3cccs3)c2)cc1	-5.1	0.9	-0.1	/	3.7	0.7	-1.4	0.2
Cc1ccc(S(=O)(=O)N2CCN(c3ccccn3)CC2)cc1	5.8	12.1	0.0	/	-10.3	0.0	-2.9	/
CN(C(=O)c1ccccc1C(=O)OCC(=O)c1ccc(F)cc1)c1ccccc1	10.8	-16.6	0.5	12.7	-24.8	-5.0	-1.3	/
CCN1CC(CN(C)Cc2nc(-c3ccc(C(F)(F)F)cc3)no2)CC1=O (stereo unspecified)	-6.3	-10.7	0.0	-3.3	-5.6	-3.3	3.0	0.4
C[C@H](CO)N1C[C@H](C)[C@@H](CN(C)Cc2cccc(C(=O)O)c2)OCc2cnnn2CCCC1=O	2.0&2.8	-4.8&11.9	-0.1&0.9	-1.4&0.6	-2.0&-8.6	-4.2&-0.8	-3.7&1.1	-3.1
CN(C)C(=O)c1ccc(-c2ccc([C@H]3[C@@H](CO)N4CCCCN(C(=O)C5CCCC5)C[C@@H]34)cc2)cc1	-1.6	/	/	/	16.4	-2.9	1.5	-5.1
CC(=O)N(C1CC(C)C(C#N)(C#N)C1(C#N)C#N)N(C)C (stereo unspecified)	/	167.3*	0.4	/	-9.6	-8.6	1.7	-3.8
CCN(CC)CCCNC(=O)CNC(=S)N(CCCN1CCOCC1)Cc1cccs1	/	12.4	-0.1	/	-12.7	2.4	2.7	-4.1
CC(c1nc2ccccc2[nH]1)n1c(=O)c(-c2ccco2)nc2ccccc21 (stereo unspecified)	/	-1.7	0.2	/	-14.3	1.8	/	/
CCCN(C)C[C@H]1OCCCC[C@@H](C)Oc2ccc(NC(=O)Nc3ccc(F)cc3)cc2C(=O)N([C@@H](C)CO)C[C@H]1C	/	-19.7	0.3	0.1	/	-3.8	/	/
C/C(=N\NC(=O)c1ccc(N/N=C(\C)c2ccncc2)cc1)c1ccncc1	/	17.4	0.1	/	-9.9	1.1	1.2	2.3

Filtered by structure: the entries above with a CF3 group.
SMILES	RAD54 branch	GSIS activator	XiGFP reactiv	esBAF inh	RAD52 anneal inh	F508del corr	ERAP1 HTS inh	ARNT-TACC3 inh
OCCCn1c(C2CCCN2c2nc(-c3ccc(Cl)cc3)cs2)nc2cc(C(F)(F)F)ccc21 (stereo unspecified)	5.7	5.8	0.0	-9.4	/	1.9	/	2.1
CC(OC(=O)c1ccc(O)cc1)C(=O)Nc1cc(C(F)(F)F)ccc1Cl (stereo unspecified)	-6.0	-54.9	0.1	-4.9	-1.7	0.3	-1.3	-1.5
CC(C)C(N)c1csc(NC(=O)Nc2ccc(OC(F)(F)F)cc2)n1 (stereo unspecified)	1.9	3.0	0.0	0.0	-27.0	1.1	-1.3	/
CCN1CC(CN(C)Cc2nc(-c3ccc(C(F)(F)F)cc3)no2)CC1=O (stereo unspecified)	-6.3	-10.7	0.0	-3.3	-5.6	-3.3	3.0	0.4
